Bioassay records: PubChem BioAssay, The Scripps Research Institute Molecular Screening Center
FBW7 activator: human FBW7 E3 ligase activation, primary screen; Q969H0; AID 1259310; 0.13% of 650,000 active; AlphaScreen FBW7–phospho-cyclin E peptide binding, activator screen; normalized activity (activation), % at 26.1 µM; in the data active = normalized activity above about 1.9%;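 also: purified mutant Fbw7 with reduced substrate affinity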
Target sequence (Q969H0 whole entry, looked up): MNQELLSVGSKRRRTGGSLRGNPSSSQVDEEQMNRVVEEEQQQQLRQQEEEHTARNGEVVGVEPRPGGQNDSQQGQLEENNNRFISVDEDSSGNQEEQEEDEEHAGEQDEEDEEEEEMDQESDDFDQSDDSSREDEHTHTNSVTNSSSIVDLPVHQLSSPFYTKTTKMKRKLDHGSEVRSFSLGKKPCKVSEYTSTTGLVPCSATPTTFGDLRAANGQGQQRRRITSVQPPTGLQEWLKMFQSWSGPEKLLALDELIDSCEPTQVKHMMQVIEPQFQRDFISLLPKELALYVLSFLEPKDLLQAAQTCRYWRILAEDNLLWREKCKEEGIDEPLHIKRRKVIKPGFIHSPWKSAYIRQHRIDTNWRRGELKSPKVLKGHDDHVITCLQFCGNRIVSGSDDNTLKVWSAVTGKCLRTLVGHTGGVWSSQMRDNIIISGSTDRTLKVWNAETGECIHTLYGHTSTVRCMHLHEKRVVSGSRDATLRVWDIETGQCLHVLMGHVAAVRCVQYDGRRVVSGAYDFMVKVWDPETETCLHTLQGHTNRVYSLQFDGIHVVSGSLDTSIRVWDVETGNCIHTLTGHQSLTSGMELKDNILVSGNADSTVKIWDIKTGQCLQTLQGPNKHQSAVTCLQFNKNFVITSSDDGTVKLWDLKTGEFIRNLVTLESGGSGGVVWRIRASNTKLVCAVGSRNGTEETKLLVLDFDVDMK
GPR151 activ: human GPR151 activation; PathHunter beta-arrestin GPR151 cells, luminescence; activation, % at 11.2 µM; 1% of 650,000 active; in the data active = activation above about 4.9%;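 also: 0% = median of compound wells and 100% = cells with positive control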
Target sequence (Q8TDV0 whole entry, looked up): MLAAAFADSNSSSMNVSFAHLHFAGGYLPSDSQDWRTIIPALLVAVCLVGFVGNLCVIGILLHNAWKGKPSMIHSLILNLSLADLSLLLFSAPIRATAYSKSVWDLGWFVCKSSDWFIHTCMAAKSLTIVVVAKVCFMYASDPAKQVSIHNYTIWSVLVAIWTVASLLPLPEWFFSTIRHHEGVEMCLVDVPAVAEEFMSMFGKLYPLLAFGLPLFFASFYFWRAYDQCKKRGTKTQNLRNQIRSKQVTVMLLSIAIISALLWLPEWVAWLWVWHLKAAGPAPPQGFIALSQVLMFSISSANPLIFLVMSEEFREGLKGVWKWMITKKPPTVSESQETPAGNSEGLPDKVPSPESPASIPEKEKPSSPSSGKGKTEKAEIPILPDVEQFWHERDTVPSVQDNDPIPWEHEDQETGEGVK
TEAD-YAP inh: TEAD-YAP interaction inhibition; HEK-TIYL cells, TEAD-Gal4/YAP UAS-luciferase luminescence; inhibition, % at 9.12 µM; 1.4% of 640,000 active; in the data active = inhibition above about 32%;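 also: 0% = median of test compound wells and 100% = reference inhibitor wells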
MITF primary: blocks human microphthalmia-associated transcription factor; O75030; AlphaScreen MITF homodimerization, bead proximity signal; inhibition, % at 2.6 µM; 0.91% of 650,000 active; AID 1259374; in the data active = inhibition above about 50%;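 also: 0% = vehicle wells with protein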
An asterisk follows results filed as active; · = no result given. An unsorted share of the library; about 3.4% have a hit in one of these screens.

SMILES | FBW7 activator | GPR151 activ | TEAD-YAP inh | MITF primary
COc1cccc(CN2CCN(CCc3ccccc3)C(CCO)C2)c1OC (stereo unspecified) | 0.1 | -0.4 | 0.8 | 3.2
CCC(C)C(NS(=O)(=O)c1ccc(C)cc1)C(=O)NCc1ccc(C)cc1 (stereo unspecified) | -0.1 | -1.0 | -0.2 | -6.1
Cc1cccc(CC(=O)Nc2cnn(-c3cccc(C(=O)Nc4nccs4)c3)c2)c1 | 0.1 | -0.8 | 16.8 | 12.9
COCCn1c(SC(C)C(N)=O)nnc1-c1cccc(C)c1 (stereo unspecified) | 0.1 | -0.2 | -7.8 | 5.0
Cc1ccc(C(=O)N/C(=C\c2cccs2)C(=O)NCCc2ccccn2)cc1C | -0.1 | 0.3 | 7.1 | 9.3
COC(CNC(=O)c1csc2c1CCC(C)C2)OC (stereo unspecified) | 1.3 | -0.3 | -26.1 | 14.9
CCOC(=O)c1ccc(N2CCN(c3ccccc3F)CC2)c(NC(=O)Nc2cccc(OC)c2)c1 | -0.1 | 2.6 | 10.2 | 2.9
O=C(c1ccccc1NS(=O)(=O)c1ccc(Cl)cc1C(F)(F)F)N1CCCC1 | 0.0 | 0.3 | -0.8 | -8.1
COc1c(Cl)cc(Cl)cc1C(Nc1ccccc1)P1(=O)OCCCO1 (stereo unspecified) | 0.1 | 1.4 | 2.9 | 5.1
CCN(CC)S(=O)(=O)c1ccc(C(=O)Nc2nnc(SCC(N)=O)s2)cc1 | 0.0 | -1.0 | 0.7 | 19.0
CCOc1ccc(/C=C(\C#N)C(N)=S)c(OCC)c1 | -0.1 | 0.7 | -3.4 | 12.8
CCOc1ccc(NC(=O)C2C3C=CC4(O3)C2C(=O)N(Cc2ccc3c(c2)OCO3)C4C(=O)NC2CCCCC2C)cc1 (stereo unspecified) | -0.1 | 0.0 | 21.9 | 3.9
CC1CCc2c(sc(NC(=O)COc3ccccc3)c2C(=O)Nc2ccccc2Cl)C1 (stereo unspecified) | -0.1 | 2.1 | -5.3 | -8.4
Cc1cc(C)c(S(=O)(=O)Nc2ccc3[nH]c(=O)[nH]c3c2)c(C)c1 | 0.3 | 0.4 | 13.6 | -0.5
CCOC(=O)c1sc(NC(=O)CSc2nnc(CNC(=O)Cc3ccccc3)n2-c2cc(C)ccc2C)c(C(=O)OCC)c1C | -0.1 | -0.2 | -2.7 | 3.9
CCN(CC)CCNC(=O)c1cn(-c2ccc(Cl)cc2)c(=O)c2ccccc12 | 0.0 | -0.3 | -5.2 | 5.2
O=C(CN1C(=O)NC2(CCCC2)C1=O)Nc1ccc(OC(F)(F)F)cc1 | 0.1 | 0.0 | 7.0 | -12.2
COc1ccc(CCN(C)c2ccc([N+](=O)[O-])cc2)cc1OC | -0.1 | -0.7 | 4.4 | 6.5
CC(=O)c1cccc(NC(=O)C2CC(=O)N(c3ccccc3)C2)c1 (stereo unspecified) | 0.0 | -0.2 | 17.6 | 11.9
O=C(Nc1cccc(N2CCC(N3CCCC3c3nccs3)CC2)c1)c1cccnc1 (stereo unspecified) | 0.2 | 0.1 | -0.5 | 1.4
OCCCNc1nn2c(C(F)(F)C(F)(F)F)nnc2c2ccccc12 | 0.2 | -0.2 | 1.0 | 4.5
CCOCCCNC(=O)CSc1nnc2c(n1)[nH]c1ccccc12 | -0.1 | -1.2 | 6.5 | 3.4
O=C(CSc1nnnn1C1CCCC1)NC1CCCC1 | 0.2 | -0.1 | -3.4 | -0.5
COc1cc(Cl)c(C)cc1NS(=O)(=O)c1ccc(F)c([N+](=O)[O-])c1 | 0.0 | 1.4 | 13.1 | 7.2
O=C1N=C(N2CCOCC2)S/C1=C\c1ccoc1 | -0.1 | -1.4 | 1.7 | 24.5
CCN(CC1CCCO1)C(=O)c1ccc(OC2CCN(C(=O)c3cccnc3)CC2)cc1 (stereo unspecified) | 0.1 | -0.2 | -2.1 | 3.7
O=C(CN1Cc2ccccc2OC(c2ccccc2F)C1)N1CCCC1c1n[nH]c(=O)[nH]1 (stereo unspecified) | -0.1 | 7.5* | -8.0 | -10.9
O=C(NCC1CCCO1)c1ccc(N2C(=O)C3CC=CCC3C2=O)cc1 (stereo unspecified) | 0.1 | 0.2 | -2.4 | 7.3
CCCN(CC(=O)Nc1ccccc1C)CC(=O)Nc1cccc2ccccc12 | 0.1 | 1.0 | 18.4 | 11.1
Cc1ccc(C)c(NC(=O)CCN2C(=O)c3cccc([N+](=O)[O-])c3C2=O)c1 | 0.5 | -0.5 | 17.8 | 13.4

Reprinted from the part before: 5 entries, followed by the next part.
SMILES | FBW7 activator | GPR151 activ | TEAD-YAP inh | MITF primary
CCN(CC1CCCO1)C(=O)c1ccc(OC2CCN(C(=O)c3cccnc3)CC2)cc1 (stereo unspecified) | 0.1 | -0.2 | -2.1 | 3.7
O=C(CN1Cc2ccccc2OC(c2ccccc2F)C1)N1CCCC1c1n[nH]c(=O)[nH]1 (stereo unspecified) | -0.1 | 7.5* | -8.0 | -10.9
O=C(NCC1CCCO1)c1ccc(N2C(=O)C3CC=CCC3C2=O)cc1 (stereo unspecified) | 0.1 | 0.2 | -2.4 | 7.3
CCCN(CC(=O)Nc1ccccc1C)CC(=O)Nc1cccc2ccccc12 | 0.1 | 1.0 | 18.4 | 11.1
Cc1ccc(C)c(NC(=O)CCN2C(=O)c3cccc([N+](=O)[O-])c3C2=O)c1 | 0.5 | -0.5 | 17.8 | 13.4
COc1ccc(C2NC(CC(C)C)(C(=O)O)C3C(=O)N(c4ccc(F)cc4)C(=O)C23)cc1 (stereo unspecified) | 0.6 | -1.1 | -10.8 | 10.8
CC1CCCC(C)N1C(=O)COc1ccc(C(=O)NN)cc1 (stereo unspecified) | 0.0 | 1.1 | -0.5 | -18.2
O=C(NCCOc1ccccc1)c1ccc2nc(Nc3ccccn3)sc2c1 | -0.1 | 0.1 | -20.4 | -4.8
Cc1ccc(C(=O)NNC(=O)COc2cc(C)cc(C)c2)cc1 | 0.1 | 0.3 | -6.2 | -13.2
Fc1cccc(/C=N/N=C/c2cccc(F)c2)c1 | 0.1 | -0.6 | · | 7.3
Nc1ccccc1C(=O)NC1CCCCC1 | -0.2 | -0.3 | -20.5 | 1.4
O=C(O)c1ccc(N2C(=O)c3ccccc3C2=O)cc1[N+](=O)[O-] | -0.1 | -0.4 | -4.7 | -10.7
Clc1ccc(OCCCc2nc(-c3ccncc3)no2)c(Cl)c1 | 0.1 | -0.7 | 6.0 | -16.5
CN1CCCN(C(=O)/C(=C/c2cccnc2)NC(=O)c2ccccc2)CC1 | -0.2 | 0.4 | -0.6 | -1.8
Cc1c(Cl)ccc2sc(N(CCCn3ccnc3)C(=O)c3ccco3)nc12 | -0.4 | -0.4 | 2.4 | 6.0

By substructure, the compounds so far containing a COOH group (2)
SMILES | FBW7 activator | GPR151 activ | TEAD-YAP inh | MITF primary
COc1ccc(C2NC(CC(C)C)(C(=O)O)C3C(=O)N(c4ccc(F)cc4)C(=O)C23)cc1 (stereo unspecified) | 0.6 | -1.1 | -10.8 | 10.8
O=C(O)c1ccc(N2C(=O)c3ccccc3C2=O)cc1[N+](=O)[O-] | -0.1 | -0.4 | -4.7 | -10.7

Next structures
SMILES | FBW7 activator | GPR151 activ | TEAD-YAP inh | MITF primary
COc1ccc(S(=O)(=O)NCC2CCCO2)cc1N(C)S(=O)(=O)c1ccccc1 (stereo unspecified) | 0.0 | -0.2 | -4.9 | 21.0
Cc1cccn2cc(CCNS(=O)(=O)c3ccc(F)cc3)nc12 | 0.2 | -1.4 | 2.7 | -19.0
COc1cccc(C(=O)Nc2sc(C)c(C)c2C#N)c1OC | 0.1 | -0.4 | -34.4 | 5.2
COc1ccc(-c2nc3ccc(C(=O)NC4CCN(Cc5ccccc5)CC4)cc3s2)cc1 | 0.1 | 0.3 | 6.6 | 12.7
O=C(O)c1nn(CN2CCN(c3ccccc3F)CC2)c2ccccc12 | -0.2 | 1.3 | 13.3 | -5.2
COc1ccc(Nc2cc(C)nc3c(C)cc(C)c([N+](=O)[O-])c23)cc1OC | 0.0 | -0.1 | -5.3 | 17.3
COc1cc([N+](=O)[O-])ccc1NC(=O)CCN1C(=O)c2ccccc2C1=O | -0.1 | -0.4 | 5.1 | -1.9
C/C(CC(=O)Nc1ccc(F)cc1F)=N\NC(=O)c1cccnc1 | -0.2 | -0.4 | -1.7 | 15.8
Cn1ccc(CC(=O)N2CCc3ccc(NC(=O)c4ccccc4Cl)cc3C2)c1 | 0.1 | 0.4 | 42.7* | 0.8
COc1ccccc1N1CCN(S(=O)(=O)c2ccc(F)c(C(=O)Nc3ccc(C)cc3)c2)CC1 | -0.2 | 0.3 | 17.2 | 3.1
CN(CC(=O)N1CCN(c2ccccc2)CC1)S(=O)(=O)c1ccccc1 | -0.1 | 0.7 | -23.5 | 7.9
NS(=O)(=O)c1ccc(N=Cc2ccc(OCc3ccccc3)cc2)cc1 | 0.0 | -3.0 | -21.4 | 8.7
CCN1CCCC1CNc1nc(Cc2ccccc2)nc2sc3c(c12)CCCC3 (stereo unspecified) | -0.1 | -0.4 | -2.1 | -5.6
CCOC(=O)C(C(=O)Nc1nc2ccccc2s1)C1CCCCC1 (stereo unspecified) | 0.0 | 0.1 | -2.6 | 16.3
O=S(=O)(NCCCN1CCOCC1)c1cc(Br)c(Br)s1 | -0.1 | -0.7 | -10.1 | -5.4
CCOc1ccc(/C(O)=C2\C(=O)C(=O)N(CCCN3CCOCC3)C2c2ccccc2F)cc1C (stereo unspecified) | 0.0 | 0.2 | 4.1 | 14.9
Cn1ccnc1C1(O)CCN(C(=O)c2ccc3c(c2)OCO3)CC1 | -0.2 | 0.1 | -2.8 | 1.0
COc1cc(OC)cc(C(=O)Nc2cccc(NC(=O)c3cc(OC)cc(OC)c3)n2)c1 | -0.1 | 2.8 | 17.8 | -2.0
CN1CCN(C(c2ccc(Cl)cc2)c2nnnn2C2CCCCC2)CC1 (stereo unspecified) | 0.1 | -1.1 | -0.2 | -7.1
CC(C)(C)c1ccc(C(=O)CC(C(=O)O)N2CCCC2)cc1 (stereo unspecified) | 0.0 | -2.2 | 13.9 | 2.3
CCOC(CNC(=O)CCNS(=O)(=O)c1ccc(Br)cc1)OCC | -0.1 | 2.1 | 2.0 | -4.8
Nn1c(SCC(=O)Nc2nc(-c3ccc(Cl)c(Cl)c3)cs2)nnc1C1CC1 | -0.2 | 0.9 | -15.7 | 3.4
CCCCC(CCC(=O)NNC(=O)c1ccccc1Br)C(=O)O (stereo unspecified) | 0.1 | 0.1 | 7.7 | 12.7
COc1cc(CN2CCN(Cc3cccc(Br)c3)CC2)cc2c1OCO2 | 0.0 | -0.1 | 0.7 | 65.5*
CC1=C(C(=O)Nc2ccccc2C)C(c2cccs2)C(C#N)=C(SCC(=O)c2ccc(-c3ccccc3)cc2)N1 (stereo unspecified) | -0.1 | 0.5 | -9.7 | -4.2
COc1cc(OC)c(C(=O)Nc2cc(C)on2)cc1OC | 0.7 | -0.6 | 12.6 | 14.6
COc1ccc(/C(N)=N/OC(=O)c2cc(Cl)ccc2OC)cc1 | 0.0 | 6.8* | 7.0 | 7.2
COc1ccc(Nc2c(C(=O)N3CCOCC3)cnc3ccccc23)cc1 | 0.1 | 0.2 | -17.2 | 1.6
CCCCC1CN(CCNC(=O)CCc2scnc2C)Cc2ccccc2O1 (stereo unspecified) | 0.7 | 0.7 | 2.2 | 23.4
Cc1cccc(C(=O)NCCc2nc3ccccc3n2CC(C)C)c1 | 0.2 | 1.0 | 3.2 | -0.6
CC(C)OC(=O)C(C)OC(=O)c1cc([N+](=O)[O-])ccc1Cl (stereo unspecified) | -0.2 | 1.2 | -7.5 | 5.3
CCOc1ccc2[nH]c(O)c(N=O)c2c1 | 0.1 | 0.6 | -2.3 | 18.9
COc1ccc(Cl)cc1C(=O)Nc1nc2ccc(C)cc2s1 | 0.1 | -1.3 | -5.7 | -6.1
N/C(=N\OC(=O)CC1CCCCC1)c1ccc(Cl)cc1 | 0.0 | -0.7 | 3.0 | 13.1
Nc1cccc(-c2nc3cc(N)ccc3o2)c1 | -0.1 | -4.0 | -34.4 | -1.0
COc1ccc(-c2noc(CNC(=O)COc3ccc(C)cc3C)n2)cc1 | 0.4 | -1.2 | 9.2 | -3.0
O=C(NNC(=O)c1ccc(Cl)cc1Cl)c1ccccc1 | -0.1 | -4.0 | -25.1 | -2.6
O=C(CCCSc1nc2sc3c(c2c(=O)[nH]1)CCCC3)NCCCO | -0.1 | 1.0 | 9.6 | 7.3
Cc1oc2cc3c(C(=O)N4CCN(c5ccccc5)CC4)c(C)oc3cc2c1C(=O)N1CCN(c2ccccc2)CC1 | -0.1 | -0.5 | 10.3 | -5.1
O=C1CC(N2CCN(Cc3ccc4c(c3)OCO4)CC2)C(=O)N1c1ccc(OC(F)(F)F)cc1 (stereo unspecified) | -0.1 | 0.1 | 5.4 | 14.9
O=C(c1ccccc1O)N(Cc1ccco1)C1(C(=O)Nc2ccc(Br)cc2)CCCCC1 | 0.0 | -0.8 | -3.8 | 0.4
CC(=O)NCCn1c(SCC(=O)C(C)(C)C)nc2ccccc2c1=O | -0.1 | 2.0 | 9.9 | 7.0
COc1ccc(-c2cc(NCCCN3CCCC3=O)ncn2)cc1 | 0.1 | -0.1 | -11.0 | -3.0
OC1(c2ccc(F)cc2)CN(c2ccccc2)C2=[N+]1CCCCC2 (stereo unspecified) | 0.1 | -1.2 | 1.8 | 3.4
O=C1c2sc3nc4n(c(=O)c3c2CCC1(Br)Br)CCCCC4 | 0.3 | -1.8 | 25.3 | -9.0
CCCC(=O)N(NC1=NS(=O)(=O)c2ccccc21)S(=O)(=O)c1ccc(C)cc1 | -0.2 | 0.0 | -10.1 | 10.4
C=CCOc1ccc(/C(O)=C2/C(=O)C(=O)N(CCCN3CCOCC3)C2c2ccc(Cl)cc2)cc1C (stereo unspecified) | -0.2 | -0.6 | -8.6 | 3.0
